ASAP1 inh: inhibitors of human ASAP1 ArfGAP activity, primary screen, biochemical, fluorescence polarization. Arf-GAP with SH3 domain, ANK repeat and PH domain-containing protein 1 (Homo sapiens), …. ASAP1-stimulated ARF1 GTP hydrolysis, GDP FP detection. inhibition, % at 16.5 µM. 360,000 tested, 0.19% active; in the data active = inhibition above about 25%;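 note: 0% = vehicle with enzyme and substrate and 100% = no enzyme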
Target sequence (Q9ULH1 325-724 limits assumed): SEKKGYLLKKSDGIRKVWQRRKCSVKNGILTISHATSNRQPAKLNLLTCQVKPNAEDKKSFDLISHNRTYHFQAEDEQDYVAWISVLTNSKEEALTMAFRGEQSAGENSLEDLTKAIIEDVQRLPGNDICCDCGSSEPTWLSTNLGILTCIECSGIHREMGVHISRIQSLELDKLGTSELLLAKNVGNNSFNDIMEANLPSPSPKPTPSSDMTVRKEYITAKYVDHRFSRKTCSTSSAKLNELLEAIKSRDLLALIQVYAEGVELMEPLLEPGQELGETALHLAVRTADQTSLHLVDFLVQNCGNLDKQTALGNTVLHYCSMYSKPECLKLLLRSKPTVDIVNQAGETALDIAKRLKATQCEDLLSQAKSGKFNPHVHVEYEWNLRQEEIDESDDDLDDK
DDE Tn6 FP inh: inhibitors of Tn6 peptide binding to fibrin DD(E), primary screen, biochemical, fluorescence polarization, human fibrin, Tn6 probe; Fibrinogen beta chain (Homo sapiens), P02675; Fibrin DD(E) TRITC-Tn6 fluorescence polarization displacement; inhibition, % at 8.3 µM; 370,000 tested, 0.21% active; AID 720509, 2013;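 active = inhibition above a per-campaign cutoff: mean of compounds within control limits plus 3 SD, cut at about 15% in these data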;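 note: 0% = median of all compound wells on the plate and 100% = blocking peptide control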
ARFGAP1 inhibitor: inhibitors of rat ARFGAP1 GAP activity, primary screen, biochemical, fluorescence polarization, GDP tracer; ADP-ribosylation factor GTPase-activating protein 1 (Rattus norvegicus), Q62848; Arfgap1-stimulated ARF1 GTP hydrolysis, GDP FP detection; inhibition, % at 16.5 µM; 360,000 tested, 0.26% active;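 active = inhibition above a per-plate limit, mean inhibition of low control wells plus 3 SD, cut at about 25% in these data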;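 note: 0% = DMSO wells with enzyme and 100% = wells lacking Arfgap1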
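Assay system: purified rat His6-Arfgap1 residues 1-136 (GAP domain); Reagent: human Δ17 ARF1 bound to GTP; Dosing: 16.5 µM single point, 1.26% DMSO; Times: GTP hydrolysis reaction 2 h at 25 °C; Signal: FP, GDP Alexa 633 tracer displaced from anti-GDP antibody, 620/688 nm; Measure: % inhibition from polarization.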
ADAM17 inh: ADAM17 inhibitors, primary screen, biochemical, QFRET | recombinant ADAM17, EDANS/DABCYL FRET peptide cleavage | inhibition, % at 6.95 µM | 370,000 tested, 0.83% active | AID 720648, 2013;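 active = inhibition above the mean of compounds lying between control limits plus 3 SD, set per campaign, cut at about 8.5% in these data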;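 note: 0% = DMSO-only wells as the low control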
Target sequence (P78536 215-824 limits assumed): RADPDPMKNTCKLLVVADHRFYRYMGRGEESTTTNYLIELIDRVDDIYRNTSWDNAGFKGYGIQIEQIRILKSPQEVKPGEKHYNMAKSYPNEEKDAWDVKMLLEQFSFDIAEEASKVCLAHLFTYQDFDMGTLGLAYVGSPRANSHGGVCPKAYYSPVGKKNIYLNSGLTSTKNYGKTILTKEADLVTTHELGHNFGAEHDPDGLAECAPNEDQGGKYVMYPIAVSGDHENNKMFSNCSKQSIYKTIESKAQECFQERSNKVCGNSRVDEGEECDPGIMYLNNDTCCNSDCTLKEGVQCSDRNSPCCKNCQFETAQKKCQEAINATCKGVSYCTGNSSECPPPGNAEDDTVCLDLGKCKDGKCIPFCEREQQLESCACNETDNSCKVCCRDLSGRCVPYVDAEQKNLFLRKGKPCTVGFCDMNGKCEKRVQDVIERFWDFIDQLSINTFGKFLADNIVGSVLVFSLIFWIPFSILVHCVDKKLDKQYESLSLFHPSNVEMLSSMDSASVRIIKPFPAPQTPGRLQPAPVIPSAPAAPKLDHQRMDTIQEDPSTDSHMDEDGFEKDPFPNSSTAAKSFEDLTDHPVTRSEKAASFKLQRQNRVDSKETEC
TDP2 inh: human TDP2 enzyme inhibitors, primary screen, biochemical, epi absorbance, recombinant enzyme; Tyrosyl-DNA phosphodiesterase 2 (Homo sapiens), O95551; T5PNP hydrolysis, p-nitrophenol absorbance 415 nm; inhibition, % at 12.8 µM; 370,000 tested, 0.34% active;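 active = inhibition above the mean of all tested compounds plus 3 SD, set per campaign, cut at about 25% in these data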;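 note: 0% = DMSO with enzyme and 100% = buffer with substrate but no TDP2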
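Assay system: recombinant human TDP2 / Reagent: T5PNP substrate at 5 mM, a TopII-DNA adduct mimic / Measured by: epi absorbance from released p-nitrophenol / Evaluation: % inhibition relative to enzyme-containing and enzyme-free wells / Control set: enzyme-free and DMSO wells / Replicates: each compound tested once, singlicate / Schedule: enzyme reaction with compound for 2 h at 37 °C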
Tn7 DDE FP: inhibitors of Tn7 peptide binding to fibrin DD(E), primary screen, biochemical, fluorescence polarization, human fibrin, Tn7 probe. Fibrinogen beta chain (Homo sapiens), P02675. FP displacement of FITC-Tn7 peptide from fibrin DD(E); 0% = median of compound wells per plate. inhibition, % at 8.3 µM. 370,000 tested, 0.13% active. AID 720508, 2013;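 active = inhibition above the mean of compounds falling within the control limits plus 3 SD of them, cut at about 14% in these data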;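 note: 0% = plate median of compound wells and 100% = 10 µM Aha-Tn7 peptide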
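Also added: labelled Tn7 tracer, 0.1 µM; Assay system: human fibrin DD(E) protein; Amount: 2 µM fibrin DD(E); Schedule: 10 min compound pre-incubation, 3 h probe incubation at room temperature; Repeats: one replicate per compound; Read-out basis: percent inhibition; Measured by: fluorescence polarization of the labelled Tn7 tracer.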
PLCg1 inh: PLC-gamma1 enzyme inhibitors, primary screen, biochemical, fluorescence, purified enzyme | 1-phosphatidylinositol 4,5-bisphosphate phosphodiesterase gamma-1 (Homo sapiens), P19174 | fluorogenic substrate | inhibition, % at 12.2 µM | 370,000 tested, 0.84% active; in the data active = inhibition above about 9.5%
ADAM10 inh: human ADAM10 inhibitors, primary screen, biochemical, QFRET, HTS | inhibition, % at 7 µM | recombinant ADAM10, EDANS/DABCYL FRET peptide cleavage, 3 h | Disintegrin and metalloproteinase domain-containing protein 10 (Homo sapiens), O14672 | 370,000 tested, 0.62% active;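 active = inhibition above a per-campaign cutoff equal to the mean of compounds falling between control-based bounds plus 3 SD, cut at about 20% in these data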;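 note: 0% = DMSO wells while the 100% control is not disclosed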
PLC-beta3 inh: human PLC-beta3 inhibitors, primary screen, biochemical, fluorescence | Purified PLC-beta3, fluorogenic substrate | 1-phosphatidylinositol 4,5-bisphosphate phosphodiesterase beta-3 (Homo sapiens), Q01970 | inhibition, % at 12.2 µM | 370,000 tested, 0.18% active | AID 720704, 2013; in the data active = inhibition above about 11%;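 note: 0% = median of compound wells on plate and 100% = full blocker control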
SIAE primary: human SIAE inhibitors, primary screen, biochemical, fluorescence polarization, FP-Rh probe, 1536-well HTS; Sialate O-acetylesterase (Homo sapiens), Q9HAT2; SIAE FP-Rh probe binding; inhibition, % at 9.66 µM; 370,000 tested, 0.69% active; AID 1053197, 2014;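 active = inhibition above a cutoff: mean of compounds within the control limits plus 3 SD of those, cut at about 17% in these data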;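 note: 0% = plate median of compound wells and 100% = probe without SIAE protein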
The depositor's hits bear a star; i = inactive. This is a random part of the collection; any-hit rate near 3.6%.

SMILES	ASAP1 inh	DDE Tn6 FP inh	ARFGAP1 inhibitor	ADAM17 inh	TDP2 inh	Tn7 DDE FP	PLCg1 inh	ADAM10 inh	PLC-beta3 inh	SIAE primary
O=C(COC(=O)CSc1ccccc1)Nc1ccc(F)cc1F	5	-1	8	0	1	-1	2	4	-2	-1
COc1ccc(C2C(C#N)=C(N)N(c3ccccc3C#N)C3=C2C(=O)CCC3)cc1CN1CCCC1 (configuration not stated)	10	-9	8	-6	0	1	-2	-1	-5	-4
CC(C(=O)N1CCc2ccccc21)N(C)CC(=O)Nc1cccc(F)c1 (configuration not stated)	12	-6	5	1	3	3	2	-3	-3	2
CCC(CC)N1CCN(Cc2nc3ccc([N+](=O)[O-])cc3c(=O)n2-c2ccccc2F)CC1	4	7	2	-1	-11	-4	-1	3	-6	0
O=S(=O)(NCCc1ccccn1)c1ccc(-c2ccccn2)s1	11	1	9	-2	-6	-2	1	-7	-6	-5
Cc1nn(CC(=O)NCCc2ccc(Cl)cc2Cl)c(C)c1[N+](=O)[O-]	-4	2	1	0	-2	-1	3	-3	1	-4
CC(NC(=O)Cc1ccc(S(=O)(=O)N2CCOCC2)s1)c1ccc(Cl)cc1Cl (configuration not stated)	-7	-2	3	3	6	4	-1	-4	-6	3
CCC(C(=O)NCCc1ccccc1OC)n1nc(C)c2c(C)n(-c3ccccc3)nc2c1=O (configuration not stated)	3	4	8	5	-4	-3	3	-7	-3	5
COc1ccc(C(CNC(=O)COc2ccc(-c3ccccc3)cc2)N2CCOCC2)cc1 (configuration not stated)	4	-2	8	-1	-11	1	-1	-7	-8	5
Cc1ccc(OCCCn2ccnc2)c([N+](=O)[O-])c1	2	5	-3	0	7	2	-3	-1	7	3
O=S(=O)(/C=C/c1ccccc1)Nc1ccc2c(c1)OCO2	-19	7	3	1	2	1	1	6	0	3
C=CCN(c1ccc(C(=O)NCCN2CCOCC2)cc1)S(C)(=O)=O	-3	9	0	-2	4	7	2	1	-3	1
Cc1[nH]c2ccccc2c1SCCN	1	-6	4	0	7	3	-8	-1	-7	5
Cc1oc2cc(O)ccc2c(=O)c1Oc1ccc2ccccc2c1	-14	5	1	-338	-6	6	i	i	i	-5
CCOC(=O)c1csc(NC(=O)CSc2nnnn2-c2ccc(OCC)cc2)n1	16	7	-6	-4	4	3	-1	3	0	2
COc1cc([N+](=O)[O-])ccc1NC(=O)N1CCCCCC1	-6	-5	-8	0	-3	3	3	-1	-6	-9
COCCn1ccc2c(OCC(=O)Nc3cccc(NC(C)=O)c3)cccc2c1=O	18	-3	14	-14	-3	4	-4	-44	-12	0
CN(C)C1=NC[C@H](Cc2ccccc2)N1CCC1CCCC1	-2	-10	6	-5	10	3	2	4	0	1
COc1cc(C2C3=C(CC(C)(C)CC3=O)Nc3c2c(=O)[nH]c(=O)n3Cc2ccccc2)ccc1O (configuration not stated)	7	-3	-1	-4	-11	-1	-26	-20	-31	9
O=C(CSc1nc(-c2ccccc2)c(-c2ccccc2)o1)Nc1nncs1	-9	-1	-3	3	-13	3	3	4	-1	-16
CC(C)CN1CCN(Cc2cccn2-c2ccccn2)CC1CCO (configuration not stated)	-2	-3	-1	-3	1	5	-2	1	-2	-3
Cc1cccc(N2C(=O)C3C(c4ccccc4)OC4(C(=O)c5ccccc5C4=O)C3C2=O)c1 (configuration not stated)	-1	4	-5	-1	3	13	-1	-3	2	-49
O=C(Cn1cnc2ccccc2c1=O)Nc1cccc(-c2nnc3n2CCCCC3)c1	13	-4	-1	-3	15	-3	2	0	-2	11
COc1ccc(N2CCN(c3oc(-c4ccc(OC)c(OC)c4)nc3C#N)CC2)cc1	-12	-1	-5	0	-8	1	4	-10	-2	7
CC(=O)c1ccccc1Oc1cc(NN2CCCCC2)c([N+](=O)[O-])cc1[N+](=O)[O-]	14	2	-2	1	-6	2	-1	-6	2	8
COC(=O)c1onc(C(=O)c2ccccc2)c1C(=O)OC	-6	2	2	-2	5	-2	0	-6	0	0
COC(=O)CCCn1cc(CN2CC(N3CCN(C)CC3)CS2(=O)=O)nn1 (configuration not stated)	5	2	-3	-3	-3	-5	2	-20	-2	9
N#C/C(=C\c1ccccc1Cl)C(=O)NC(=O)Oc1ccccc1	0	4	-14	-4	-8	2	-5	3	-4	-4
Cc1[nH]n(-c2ccccc2)c(=O)c1-c1ccc(Cl)cc1	1	-6	18	2	0	-2	2	7	2	1
CCOc1ccc(NC(=O)c2ccc3c(c2)N(C)CCS3)cc1	13	3	-10	-39	5	-5	-93	-141	-128	6
Cc1cc(C)nc(SCCN(C)C)n1	-1	-2	-2	-2	8	3	3	4	4	6
CCCS(=O)(=O)C(=C(Nc1ccccc1)Nc1ccccc1)S(=O)(=O)CCC	7	-4	8	-2	1	7	-3	-1	1	-2
CC1C(=O)N2CCCc3cc(NS(=O)(=O)c4ccc(F)cc4)cc1c32 (configuration not stated)	9	4	11	7	-14	-13	-2	-1	-8	4
Cn1nc(C(=O)OCC(=O)NCc2ccc(Cl)cc2)c2ccccc2c1=O	-10	0	-12	0	-3	-7	-2	-2	-6	-4
COC(=O)C1CCN(Cc2ccc(C)cc2)CC1	-11	-1	8	-6	-2	-1	-1	2	1	-2
COc1ccc(-n2c(COc3ccc4ccccc4c3)nnc2SCC(=O)NCc2ccco2)cc1	-9	-4	-8	7	-5	2	-1	16	1	-8
C/C(CC(=O)Nc1ccc(Cl)cc1)=N\NC(=O)C(=O)N1CCCCC1	-5	2	-7	3	-10	-3	1	3	-3	7
CCCCOc1cccc(C(=O)O)c1	7	-8	-6	-6	2	4	-1	1	-1	0
CCOc1ccc(CN(C)CC(=O)Nc2ccc([N+](=O)[O-])cc2Cl)cc1	-8	0	-7	-4	1	1	-2	-2	1	-2
Cc1cc(N(CC(=O)NC2CC2)S(C)(=O)=O)ccc1Br	3	11	14	0	1	9	0	4	-1	3
O=C(ON=C1CCN(S(=O)(=O)c2ccccc2)CC1)c1ccc(F)cc1	-9	0	-2	6	-12	5	5	2	7	-10
Cn1cc(SCC(=O)N2CCN(c3ccccc3)CC2)c2ccccc21	2	4	-3	-2	-3	8	-1	-2	-2	-3
CCn1nc(C(=O)Nc2ccc(N3CCOCC3)cc2)c2ccccc2c1=O	-4	-3	-8	-1	-6	1	0	-10	-4	-3
Cc1ccc(C(=O)COC(=O)CCCC(=O)Nc2cc(C(F)(F)F)ccc2Cl)cc1C	0	0	5	-1	-1	9	6	-2	1	-17
CCCCn1c(N)c(N(CC)C(=O)C2CCC2)c(=O)[nH]c1=O	-1	4	-2	0	5	-4	-1	-1	-1	0
O=C1CC(O)(c2ccccc2)C(c2ccccc2)=C1c1ccccc1 (configuration not stated)	7	-2	-3	-1	7	-4	-2	10	1	-2
CCc1cccc(NC(=S)N(CCOC)C(C)c2ccco2)c1 (configuration not stated)	1	-10	7	0	4	-10	1	4	-3	3
CCOc1cc(S(=O)(=O)n2nc(C)cc2C)ccc1Br	10	2	2	6	-5	-1	5	8	3	2
Cc1csc(SCC(=O)NCCc2ccc(Cl)cc2Cl)n1	-11	-4	0	2	3	5	-1	-8	-1	2
COc1ccccc1NC(=O)CCc1nnc2ccc(N3CCC4(CC3)OCCO4)nn12	2	1	3	-2	3	-3	-1	-11	-9	-2

Going on with the list:
SMILES	ASAP1 inh	DDE Tn6 FP inh	ARFGAP1 inhibitor	ADAM17 inh	TDP2 inh	Tn7 DDE FP	PLCg1 inh	ADAM10 inh	PLC-beta3 inh	SIAE primary
O=C1OCC(O)=C1Cc1ccccc1	-3	-2	-12	-2	8	-8	-1	0	-1	0
CC1CCC(NC(=O)CCS(=O)(=O)c2ccc3c(c2)oc(=O)n3C)CC1 (configuration not stated)	10	-1	-6	4	-14	4	3	3	-3	-7
O=C1c2ccc([N+](=O)[O-])cc2C(=O)N1c1ccc([N+](=O)[O-])cn1	10	0	8	-2	-3	-2	5	-6	-4	-3
Cc1cc2cc(CCNC(=O)C(=O)c3c[nH]c4ccccc34)c(=O)[nH]c2cc1C	4	7	4	2	3	4	-2	1	0	-28
Cc1cc(C)n(C(=O)CCNC(=O)c2ccccc2Br)n1	-16	3	7	-4	7	2	-1	-6	1	8
O=c1[nH]c2cccc(Cl)c2c2ccccc12	-12	12	7	-8	-10	0	-10	-18	-8	10
Nc1ccc(C(=O)NCC(=O)O)cc1	-15	8	1	-4	-10	-2	3	-3	1	1
S=C(Nc1ccc(N2CCOCC2)cc1)Nc1ccc2snnc2c1	0	0	1	-6	10	-1	-3	-8	-12	11
Cc1cc(C)nc(SCC(=O)Nc2ncc(Cc3cccc(Cl)c3)s2)n1	5	-4	7	1	5	0	1	-3	3	-5
COc1cccc(OCC(O)CNC2CCCC2)c1 (configuration not stated)	-4	3	-2	0	3	-2	1	-4	-2	-7
Cc1csc(Nc2ccc(Cl)cc2)[n+]1-c1ccc(Cl)cc1	11	5	2	-1	6	-2	0	6	-3	-2

Some of these compounds in order of their number in TDP2 inh, ascending.
SMILES	ASAP1 inh	DDE Tn6 FP inh	ARFGAP1 inhibitor	ADAM17 inh	TDP2 inh	Tn7 DDE FP	PLCg1 inh	ADAM10 inh	PLC-beta3 inh	SIAE primary
COc1ccc(N2CCN(c3oc(-c4ccc(OC)c(OC)c4)nc3C#N)CC2)cc1	-12	-1	-5	0	-8	1	4	-10	-2	7
COc1cc([N+](=O)[O-])ccc1NC(=O)N1CCCCCC1	-6	-5	-8	0	-3	3	3	-1	-6	-9
CC(C(=O)N1CCc2ccccc21)N(C)CC(=O)Nc1cccc(F)c1 (configuration not stated)	12	-6	5	1	3	3	2	-3	-3	2

Source: PubChem BioAssay (The Scripps Research Institute Molecular Screening Center)
